Screening results (PubChem)
Hep lipid drop: hepatic lipid droplet formation modulation | inhibition, % at 6.5 µM | 240,000 compounds, 0.4% hits | AML12 mouse hepatocytes, oleate lipid droplets, BODIPY imaging;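 active = lipid droplet intensity inhibited by at least 50%, with more than 500 cells counted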
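material = mouse AML12 hepatocyte cell line, fixed after treatment | also added = 100 µM oleic acid challenge | doses = compound at 6.5 µM only | schedule = overnight exposure | technique = Image-based BODIPY and DAPI two-channel analysis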
b-catenin transl: beta-catenin nuclear translocation modulation. HeLa beta-catenin nuclear translocation, immunofluorescence imaging. nuclear translocation activity, % at 5 µM. 190,000 compounds, 0.3% hits;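 active = nuclear translocation activity above 50% at 5 µM, with a well cell count of 50 or more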;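 also: per-cell ratio of nuclear to cytoplasmic median beta-catenin stain intensity; plate controls were DMSO negative control for no effect and GSK-3 inhibitor IX positive control for full effect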
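test system = HeLa cells, endogenous beta-catenin | dosing = single 5 µM dose plus 0.02–20 µM confirmation series | times = compound treatment 24 h, 37°C, 5% CO2 | technique = beta-catenin immunofluorescence imaging with DAPI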
Myeloid diff MLP: compounds promoting myeloid differentiation; ER-HoxA9 myeloid progenitors, lysozyme-GFP differentiation, flow cytometry; calls only at 10 µM; 360,000 compounds, 1% hits;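 active = normalized GFP-positive differentiation at or above the plate's own cutoff, the solvent-only control mean plus 3 SD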;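 also: cells exposed to compound for four days before flow analysis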
Insulin prom up: MIN6 insulin promoter up-regulation | MIN6 insulin promoter-GFP reporter, high-content imaging; stronger effect = higher value | z-score at 5 µM | 190,000 compounds, 0.3% hits | AID 1625;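 active = z-score above 3 at 5 µM with at least 500 cells counted in the well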
MT stabilize HCS: microtubule stabilizers in HeLa cells. HeLa tubulin immunostaining HCS, 24 h; share of cells brighter than vehicle mean+2SD. % tubulin-high responders, % at 10 µM. 200,000 compounds, 0.83% hits;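 active = plate Z-score above 3 for both tubulin-high and condensed-nucleus cell shares, with cell loss under 80%, at 10 µM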;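 also: anti alpha tubulin signal scored within the nucleus-defined area of each cell; some results filed as inactive read as strong as hits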
TNAP activation fold: stimulation of alkaline phosphatase TNAP activity – biochemical, luminescent, no phosphate acceptor, uHTS, primary screen (AID 1001); activation fold at 20 µM, or EC50 in µM where a hit was titrated; 200,000 compounds, 0.03% hits; purified TNAP, luminescent activation assay, no phosphate acceptor; higher activation fold means a stronger effect; in the data active = activation fold from about 3, or a potency from the dose series; inactive = the rest, 99 in 100 with activation fold below about 1.6; also: many of its hits are not listed in these tables
human PMI inhibition: inhibitors of human PMI, primary screen, biochemical, fluorescence intensity, coupled assay (AID 1209) | 190,000 compounds, 0.42% hits | one-dose inhibition, % at 20 µM; IC50 in µM for titrated hits | purified PMI enzyme, coupled fluorescence intensity; higher % means a stronger effect; in the data active = inhibition above about 50%;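 also: plate controls were DMSO vehicle for no effect and wells lacking substrate for full effect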
Dynein transport: dynein cargo transport inhibition; 3617.4 mouse cells, GR-EGFP nuclear translocation imaging; test concentration mostly 20 µM; stimulated with dexamethasone, 1 µM; stronger effect = lower value; z-score, hits read low; 220,000 compounds, 0.47% hits; AID 1381;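 active = plate z-score of nuclear minus cytoplasmic receptor signal below a set negative limit, without overly bright fluorescence or cell loss, cut at about -3.5 in these data, passing the limit was not always enough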;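 also: z-score of nuclear minus cytoplasmic ring GR-EGFP intensity difference per well; some compounds called inactive have numbers as strong as hits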
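Buffer or medium – tet-free medium with charcoal-stripped serum · Signal – automated 10x imaging of fixed Hoechst-stained cells · Also added – dexamethasone agonist, 1.0 µM final, for 30 min · Incubation – induction 48 h, compound 1 h, agonist 30 min · Read-out – GR-EGFP nuclear translocation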
T cell modulator: modulates CD8 T cell binding to vesicles. 2C CD8+ T cell-vesicle binding, flow cytometry; stronger effect = lower value. 330,000 compounds, 0.068% hits. calls only at 7 µM;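 active = response, share of CD8 T cells binding vesicles, and their 90th percentile fluorescence all below set limits, cut at about 80% in these data, passing the limit was not always enough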
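material = purified 2C TCR transgenic mouse naive CD8+ T cells | controls = Unloaded micro-vesicles (low), QL9 vesicles with 0.7% DMSO (high) | detection = cytometric PE anti-B7-1 and Alexa647 anti-CD8 signals after 1% paraformaldehyde fixation | incubation = binding step 1.5 h, 37 °C, antibody labelling 20 min, ice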
Dynein transport cytoplasmic EGFP: recorded beside Dynein transport, whose call it bears; z-score; measured here: cytoplasmic GR-EGFP intensity; stronger effect = higher value
Dynein transport nuclear GR-EGFP: further read-out of Dynein transport, marked with its call; z-score; measured here: nuclear GR-EGFP intensity;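 lower value marks the stronger effect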
Dynein transport cell count: further read-out of Dynein transport, marked with its call; z-score; measured here: cell count per field
Insulin prom up cell count: recorded beside Insulin prom up, whose call it bears; cell count; measured here: cytotoxicity, nuclei count;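 total cells summed across four imaged fields per well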
Hep lipid drop cells 6.5 µM: further read-out of Hep lipid drop, marked with its call; cell count; measured here: cell count, cytotoxicity flag;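 cells counted across two imaged fields per well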
b-catenin transl cell count 5 µM: also measured in b-catenin transl; calls as there; cell count; measured here: cell count, cytotoxicity flag
T cell modulator vesicle-bound %: second read-out of T cell modulator, no call of its own (marks repeat the call); double positive events, %; measured here: CD8+ vesicle-bound cell fraction;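 binding gate set so that unloaded-vesicle control wells show 10% double positive cells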
MT stabilize HCS Hoechst-high %: further read-out of MT stabilize HCS, marked with its call; % Hoechst-high responders; measured here: nuclear condensation Hoechst responders;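 share of cells brighter than vehicle mean plus two SD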
MT stabilize HCS cytotoxicity %: also measured in MT stabilize HCS; calls as there; toxicity, %; measured here: cytotoxicity by cell density;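 0% = mean cell density of plate MIN control wells and 100% = no cells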
Myeloid diff MLP GFP+ MAC1+ %: recorded beside Myeloid diff MLP, whose call it bears; GFP+ MAC1+ double positive, %; measured here: differentiation confirmed by MAC1 staining
Active calls of the source: *.

Cc1nnc(C)n1/N=C/c1cccc([N+](=O)[O-])c1 was read as Hep lipid drop 5, b-catenin transl 1.6, Myeloid diff MLP inactive, Insulin prom up 0.33, MT stabilize HCS 2.9, TNAP activation fold 1.1, human PMI inhibition 2%, Dynein transport -0.34, T cell modulator inactive, Dynein transport cytoplasmic EGFP -0.29, Dynein transport nuclear GR-EGFP 0.23, Dynein transport cell count 0.33, Insulin prom up cell count 1209, Hep lipid drop cells 6.5 µM 709, b-catenin transl cell count 5 µM 1072, T cell modulator vesicle-bound % 39, MT stabilize HCS Hoechst-high % 1.4, MT stabilize HCS cytotoxicity % 5.6 and Myeloid diff MLP GFP+ MAC1+ % 0.0.
For CCOC(=O)N1CCN(CC(=O)Nc2ccc(C)cc2)CC1 the results were Hep lipid drop -1, b-catenin transl -2.0, Myeloid diff MLP inactive, Insulin prom up -0.21, MT stabilize HCS 2.3, TNAP activation fold 1.2, human PMI inhibition 3%, Dynein transport 0.24, T cell modulator inactive, Dynein transport cytoplasmic EGFP -0.078, Dynein transport nuclear GR-EGFP 0.33, Dynein transport cell count 0.43, Insulin prom up cell count 2110, Hep lipid drop cells 6.5 µM 621, b-catenin transl cell count 5 µM 1095, T cell modulator vesicle-bound % 43, MT stabilize HCS Hoechst-high % 1.7, MT stabilize HCS cytotoxicity % 9.0 and Myeloid diff MLP GFP+ MAC1+ % 5.4.
`CC(C)CC(=O)NS(=O)(=O)c1ccc(NS(C)(=O)=O)cc1` gave Hep lipid drop 2, b-catenin transl -0.6, Myeloid diff MLP inactive, Insulin prom up 0.48, MT stabilize HCS 1.2, TNAP activation fold 1.1, human PMI inhibition 7%, Dynein transport -0.57, T cell modulator inactive, Dynein transport cytoplasmic EGFP -0.36, Dynein transport nuclear GR-EGFP -0.76, Dynein transport cell count 0.97, Insulin prom up cell count 1408, Hep lipid drop cells 6.5 µM 699, b-catenin transl cell count 5 µM 1534, T cell modulator vesicle-bound % 16, MT stabilize HCS Hoechst-high % 0.8, MT stabilize HCS cytotoxicity % 9.3 and Myeloid diff MLP GFP+ MAC1+ % 0.2.
CC(=O)c1ccc(N2CCN(C(=S)Nc3ccc(Cl)c(Cl)c3)CC2)cc1 was read as Hep lipid drop -1, b-catenin transl 2.3, Myeloid diff MLP inactive, Insulin prom up 0.15, MT stabilize HCS 3.2, TNAP activation fold 1, human PMI inhibition 17%, Dynein transport 0.58, T cell modulator inactive, Dynein transport cytoplasmic EGFP -0.34, Dynein transport nuclear GR-EGFP -0.31, Dynein transport cell count -0.6, Insulin prom up cell count 1194, Hep lipid drop cells 6.5 µM 751, b-catenin transl cell count 5 µM 1062, T cell modulator vesicle-bound % 49, MT stabilize HCS Hoechst-high % 3.5, MT stabilize HCS cytotoxicity % 3.2 and Myeloid diff MLP GFP+ MAC1+ % 0.4.
`CCN(CC)S(=O)(=O)c1ccc(N2CCOCC2)c(NC(=O)CNCCc2ccccc2)c1` gave Hep lipid drop -3, b-catenin transl -0.8, Myeloid diff MLP inactive, Insulin prom up -0.79, Dynein transport -0.59, T cell modulator inactive, Dynein transport cytoplasmic EGFP -0.28, Dynein transport nuclear GR-EGFP -0.5, Dynein transport cell count 1, Insulin prom up cell count 1442, Hep lipid drop cells 6.5 µM 658, b-catenin transl cell count 5 µM 1083, T cell modulator vesicle-bound % 47 and Myeloid diff MLP GFP+ MAC1+ % 0.6.
O=C(NCc1ccc(F)cc1)c1ccc(N2CCc3ccccc32)c([N+](=O)[O-])c1 was read as Hep lipid drop -8, b-catenin transl -2.5, Myeloid diff MLP inactive, Insulin prom up -0.24, MT stabilize HCS 1.6, TNAP activation fold 0.9, human PMI inhibition 26%, Dynein transport -0.31, T cell modulator inactive, Dynein transport cytoplasmic EGFP -0.21, Dynein transport nuclear GR-EGFP 0.019, Dynein transport cell count -0.037, Insulin prom up cell count 1368, Hep lipid drop cells 6.5 µM 697, b-catenin transl cell count 5 µM 1095, T cell modulator vesicle-bound % 43, MT stabilize HCS Hoechst-high % 1.0, MT stabilize HCS cytotoxicity % 2.3 and Myeloid diff MLP GFP+ MAC1+ % 0.0.
For CCCCn1c(=O)c2c(c3ccccc31)OCC(=O)N2 the results were b-catenin transl 2.1, Insulin prom up -0.69, TNAP activation fold 1.1, human PMI inhibition 10%, T cell modulator inactive, Insulin prom up cell count 1392, b-catenin transl cell count 5 µM 1141 and T cell modulator vesicle-bound % 55.
O=C(c1cccc(C(=O)N2CCN(c3ccccc3F)CC2)n1)N1CCN(c2ccccc2F)CC1 was read as Hep lipid drop 4, Myeloid diff MLP inactive, Insulin prom up -0.56, MT stabilize HCS 3.7, TNAP activation fold 1.1, human PMI inhibition 4%, Dynein transport 0.94, T cell modulator inactive, Dynein transport cytoplasmic EGFP -0.27, Dynein transport nuclear GR-EGFP 0.37, Dynein transport cell count 0.025, Insulin prom up cell count 1323, Hep lipid drop cells 6.5 µM 745, T cell modulator vesicle-bound % 7, MT stabilize HCS Hoechst-high % 1.3, MT stabilize HCS cytotoxicity % 4.0 and Myeloid diff MLP GFP+ MAC1+ % 0.6.
Screening S=C(NC1CCCC1)N1CCN(c2ncccn2)CC1 returned Hep lipid drop -12, b-catenin transl 0.9, Myeloid diff MLP inactive, Insulin prom up 0.93, MT stabilize HCS 6.5, TNAP activation fold 1.1, human PMI inhibition 11%, Dynein transport 0.92, T cell modulator inactive, Dynein transport cytoplasmic EGFP -0.17, Dynein transport nuclear GR-EGFP 0.59, Dynein transport cell count -0.67, Insulin prom up cell count 1377, Hep lipid drop cells 6.5 µM 560, b-catenin transl cell count 5 µM 1486, T cell modulator vesicle-bound % 48, MT stabilize HCS Hoechst-high % 2.3, MT stabilize HCS cytotoxicity % 13 and Myeloid diff MLP GFP+ MAC1+ % 0.2.
CCOc1ccc2nc(SCC(=O)N3CCN(C(=O)c4ccco4)CC3)sc2c1 was read as Hep lipid drop -15, b-catenin transl 0.5, Myeloid diff MLP inactive, Insulin prom up 1.1, MT stabilize HCS 1.9, TNAP activation fold 1.1, human PMI inhibition 9%, Dynein transport -0.7, T cell modulator inactive, Dynein transport cytoplasmic EGFP 0.49, Dynein transport nuclear GR-EGFP -0.26, Dynein transport cell count 0.74, Insulin prom up cell count 933, Hep lipid drop cells 6.5 µM 777, b-catenin transl cell count 5 µM 1186, T cell modulator vesicle-bound % 30, MT stabilize HCS Hoechst-high % 1.6, MT stabilize HCS cytotoxicity % 3.8 and Myeloid diff MLP GFP+ MAC1+ % 1.4.
Screening Cc1ccccc1CS(=O)(=O)c1nnc([C@H](CC(C)C)NC(=O)OC(C)(C)C)o1 returned b-catenin transl -5.5, Insulin prom up -0.2, MT stabilize HCS 1.6, TNAP activation fold 1.1, human PMI inhibition 0%, Dynein transport -3.7*, T cell modulator inactive, Dynein transport cytoplasmic EGFP 1.9*, Dynein transport nuclear GR-EGFP -0.98*, Dynein transport cell count -1.3*, Insulin prom up cell count 1250, b-catenin transl cell count 5 µM 980, T cell modulator vesicle-bound % 55, MT stabilize HCS Hoechst-high % 1.3 and MT stabilize HCS cytotoxicity % 1.8.
Screening COc1ccc(NC(=S)NC2CC3CCC(C2)N3Cc2ccco2)cc1 (stereo not drawn) returned Hep lipid drop 11, b-catenin transl 1.8, Myeloid diff MLP inactive, Insulin prom up -0.05, MT stabilize HCS 3.2, TNAP activation fold 1, human PMI inhibition 1%, Dynein transport 1.1, T cell modulator inactive, Dynein transport cytoplasmic EGFP -0.27, Dynein transport nuclear GR-EGFP 1, Dynein transport cell count -0.044, Insulin prom up cell count 1510, Hep lipid drop cells 6.5 µM 771, b-catenin transl cell count 5 µM 1039, T cell modulator vesicle-bound % 18, MT stabilize HCS Hoechst-high % 1.4, MT stabilize HCS cytotoxicity % 11 and Myeloid diff MLP GFP+ MAC1+ % 0.4.
For CCN(C(=O)[C@@H]1CCCN1C(=O)c1cccs1)c1nc2cc(Cl)ccc2s1 the results were Hep lipid drop 10, b-catenin transl -0.2, Myeloid diff MLP inactive, Insulin prom up -0.38, MT stabilize HCS 3.4, TNAP activation fold 1.1, human PMI inhibition 21%, Dynein transport 0.46, T cell modulator inactive, Dynein transport cytoplasmic EGFP -0.18, Dynein transport nuclear GR-EGFP 0.43, Dynein transport cell count 0.26, Insulin prom up cell count 1569, Hep lipid drop cells 6.5 µM 678, b-catenin transl cell count 5 µM 1129, T cell modulator vesicle-bound % 0, MT stabilize HCS Hoechst-high % 2.6, MT stabilize HCS cytotoxicity % 2.1 and Myeloid diff MLP GFP+ MAC1+ % 0.6.
